# Assay outcomes as filed in PubChem BioAssay.
# S3 lipid droplet: qHTS Assay for Lipid Storage Modulators in Drosophila S3 Cells | Drosophila S3 cells, BODIPY lipid droplet fluorescence, 18-24 h; cells fed with added oleic acid | Potency in µM for hits, for the others lipid storage change, negative = inhibition, % at the top dose, mostly 46.1 µM | 320,000 tested, 0.64% active; active means well fitted inhibition curve with a large enough effect in the signal ratio, with a control signal flat, not every such curve was filed as active; inconclusive means small, poorly fitted or top-dose-only effect, or effect the other way, or a change in a side signal; the % refers to the signal ratio
#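 Drosophila S3 cells loaded with oleic acid (400 uM, as added) and compounds at several concentrations; lipid droplets imaged by 488-nm laser-scanning cytometry, 500–530 nm intensity and object ratio to cell channel. Percent activity normalized to 20 uM Triacsin C.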
# S3 lipid droplet cell count max: recorded beside S3 lipid droplet, whose call it bears; cell number change, %; measured here: cell count max response;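 cells counted by Cell Tracker Red CMTPX staining in the red channel; peak over a dose series mostly up to 46.1 µM; percent activity relative to internal control wells on each plate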
# Numbers without * were called inactive; i = inactive; ? = inconclusive; / = not tested or not shown; [ ] = dose if it differs, or a comment. On the % scale 0 is the no-effect control and ±100 the full control effect; potency means the concentration at half of the fitted maximal effect.
# Below each compound: S3 lipid droplet, S3 lipid droplet cell count max
> O=C(COC(=O)Cc1ccccc1F)NNC(=O)c1ccc([N+](=O)[O-])cc1
  ?, /
> Cc1cccnc1NC(=O)C12CCC(C)(C(=O)O1)C2(C)C (stereo not given)
  7.2%, 9.0
> Fc1ccccc1CSc1nnc(-c2cccnc2)o1
  ?, /
> COc1ccccc1N(CC(=O)NC1CCCC1)C(=O)CCCC(=O)Nc1ccccn1
  i, 5.6
> Cn1c(=O)nc2n(Cc3ccccc3)c3cccc(Cl)c3cc-2c1=O
  -2.3%, -10.9
> O=C(c1c[nH]c(C(=O)C(Cl)(Cl)Cl)c1)c1ccc(F)cc1F
  ?, /
> CCO/C=C1\N=C(c2ccc(F)cc2)OC1=O
  -1.0%, 1.0
> NC(=O)CSc1oc(-c2ccco2)nc1S(=O)(=O)c1ccc(Cl)cc1
  ?, /
> O=C(O)C1CC(O)CN1C(=O)c1ccco1 (stereo not given)
  ?, /
> Cc1cccc(NC(=O)C2CCN(C(=O)N3CCOc4ccccc43)CC2)c1C
  ?, /
> Cc1cccc(N2CCN(C(=S)Nc3ccc4nc5n(c(=O)c4c3)CCCCC5)CC2)c1C
  15.7%[9.22 µM], /
> C=CCn1c(CCNC(=O)c2cccs2)nnc1SCC(=O)Nc1cccc(C(C)=O)c1
  14.3%, 3.9
> Cc1cc(O)c(CN2CCN(S(=O)(=O)c3cccs3)CC2)cc1C(C)C
  ?, /
> Cc1ccccc1CSc1nnc(-c2ccncc2)n1C
  i, 8.1
> COc1ccc(C(=O)Nc2ccc(OC)c(OC)c2)cc1
  3.3%, 9.9

# Entries shown so far containing an aryl methoxy group, in the order listed:
# Below each compound: S3 lipid droplet, S3 lipid droplet cell count max
> COc1ccccc1N(CC(=O)NC1CCCC1)C(=O)CCCC(=O)Nc1ccccn1
  i, 5.6
> COc1ccc(C(=O)Nc2ccc(OC)c(OC)c2)cc1
  3.3%, 9.9

# Going on with the list:
# Below each compound: S3 lipid droplet, S3 lipid droplet cell count max
> O=C(COC(=O)c1ccccc1O)Nc1cccc2ccccc12
  ?, /
> Cc1cccc(C(=O)Nc2cccc(C(=O)NC3CCCC3)c2)c1
  ?, /
> CCOC(=O)c1nc(NCc2cccnc2)c2ccccc2n1
  ?, /
> CN(CC(=O)Nc1sccc1C#N)Cc1ccccc1
  20.0%, 36.6
> Cc1cccn2c(=O)c3cc(C(=O)NC4CCCCC4)c(=N)n(Cc4ccc(F)cc4)c3nc12
  8.5%, /
> CCOc1cc(-c2c(C)c(CC)nc(N)c2C#N)ccc1O
  11.5%, -19.3
> C/C(Cl)=C\Cn1c(N2CCCCCC2)nc2c1c(=O)n(C)c(=O)n2C
  ?, /
> Cc1ccc(S(=O)(=O)N=Nc2c(O)[nH]c3ccccc23)cc1C
  ?, /
> COc1cccc2cc(C(=O)N(C)C)c(=O)oc12
  -15.6%, 4.7
> CCCc1nc2ccccc2c(C(=O)OCC(=O)NCc2ccc3c(c2)OCO3)c1CC
  ?, /
> Cc1nnc(C)n1/N=C/c1cc(Br)ccc1O
  2.0%, 4.1
> O=C(c1ccc(-c2cccc(C(F)(F)F)c2)o1)N1CCCCCCC1
  ?, /
> CCOc1cc(C2CC(=O)Nc3cc(C)c(C)cc32)ccc1O (stereo not given)
  ?, /
> Cc1ccc(CSc2ncnc3onc(C)c23)cc1
  11.7%, 11.5
> CC(C)(C)c1ccc(OCCCC(=O)Nc2ccc(S(N)(=O)=O)cc2)cc1
  0.3%, -20.8
> CCCCCCCNC(=O)C1(CC2CC(c3ccc(Cl)cc3)=NO2)CCN(C(=O)OC(C)(C)C)CC1 (stereo not given)
  ?, /
> COc1ccc(O)c(CN2CCCC(N3CCc4ccccc4C3)C2)c1 (stereo not given)
  ?, /
> O=C(COC(=O)c1cc(Cl)ccc1O)Nc1ccc2c(c1)OCCO2
  ?, /
> CC(=O)c1cccc(S(=O)(=O)NCCC(=O)Nc2ccc(S(N)(=O)=O)cc2)c1
  -7.6%, 18.5
> O=C(Nc1cccc(C(=O)O)c1)/C(=C\c1ccc2c(c1)OCO2)NC(=O)c1ccccc1Cl
  ?, /
> CCN(CC)c1ccc(C(=O)OCC(=O)Nc2sccc2C#N)cc1
  9.2%, -6.6
> O=C(c1cc(NC(=O)C23CC4CC(CC(C4)C2)C3)cc(NC(=O)C23CC4CC(CC(C4)C2)C3)c1)N1CCCCC1
  ?, /
> Cc1ccccc1NC(=O)c1cc(S(=O)(=O)N2CCCCC2)cs1
  ?, /
> Cn1nc(C(F)(F)F)c(-c2cccc(C(F)(F)F)c2)c1NC(=O)c1cccnc1
  ?, /
> CC(Oc1ccccc1)C(=O)N1CCN(C(=O)C(C)Oc2ccccc2)CC1 (stereo not given)
  ?, /
> CCOc1ccc(S(=O)(=O)Nc2ccc(C(=O)NCC(C)(C)N3CCOCC3)cc2)cc1
  -24.8%, -12.0
> COc1ccc(N2CCN(CNC(=O)c3ccccc3)CC2)cc1
  ?, /
> COc1ccc(NC(=O)CSc2nnc(C)n2N)cc1S(=O)(=O)N1CCCCC1
  ?, /
> CC(C)n1cc(CN2CCN(CCc3ccccc3)C(CCO)C2)cn1 (stereo not given)
  -3.9%, 7.5
> COc1ccc(NC(=O)C2Cc3ccccc3O/C2=N\O)cc1 (stereo not given)
  5.6%, 4.5
> O=C(O)/C=C/c1cnc2ccccc2n1
  ?, /
> O=C(NCC(=O)N(c1ccc(F)cc1)C(C(=O)NC1CCCC1)c1ccncc1)c1ccco1 (stereo not given)
  ?, /
> Cc1cccc(CNC(=O)CC2C(=O)NCCN2C2CCCC2)c1 (stereo not given)
  -2.7%, 7.4
> CCC(C)C(NC(N)=O)C(=O)Nc1ccc(S(=O)(=O)Nc2ccc(OC)cc2)cc1 (stereo not given)
  6.5%, 3.0
> CCOC(=O)C(Sc1ncnc2c1sc1nc(N3CCOCC3)c3c(c12)CCCC3)c1ccccc1 (stereo not given)
  -2.7%, 1.7
> COc1ccc(OC)c(CC(NC(C)=O)C(=O)NC2CCN(c3nnnn3-c3ccccc3)CC2)c1 (stereo not given)
  -0.4%, /
> C=CCn1c(CSCc2ccc(Cl)cc2Cl)nnc1SCC(=O)Nc1ccc(C(=O)O)cc1
  ?, /
> O=C(Nn1cnnc1)c1csc2ccccc12
  ?, /
> O=C(CNC(=O)Cn1cnc2sc3c(c2c1=O)CCCC3)NCc1ccccn1
  -5.7%, -8.2
> O=C(O)COc1cccc(NC(=O)c2ccccc2)c1
  ?, /
> COc1ccc(CCNC2=CC(=O)N(c3ccc(F)cc3)C2=O)cc1
  10.7%, 2.7
> Cc1ccccc1OCCn1cc(C(=O)O)c2ccccc21
  ?, /
> CCOC(=O)c1ccc(N2C(=O)CC(N3CCN(C(=O)c4ccccc4)CC3)C2=O)cc1 (stereo not given)
  i, 0.5
> CCC(C)(C)NC(=O)C(OC(=O)c1ccco1)c1ccccc1OC (stereo not given)
  25.6%, -4.2
> Cc1ccc(NC(=O)CCN2C(=O)CSC2=O)cc1
  2.9%, 4.2

# Single records (already shown). Values in the order: S3 lipid droplet, S3 lipid droplet cell count max
# Shown for `CCC(C)C(NC(N)=O)C(=O)Nc1ccc(S(=O)(=O)Nc2ccc(OC)cc2)cc1` (stereo not given) = 6.5%, 3.0
# Shown for `O=C(O)/C=C/c1cnc2ccccc2n1` = ?, /
# Shown for `COc1ccc(C(=O)Nc2ccc(OC)c(OC)c2)cc1` = 3.3%, 9.9
# Shown for `CC(C)n1cc(CN2CCN(CCc3ccccc3)C(CCO)C2)cn1` (stereo not given) = -3.9%, 7.5
# Shown for `Cn1c(=O)nc2n(Cc3ccccc3)c3cccc(Cl)c3cc-2c1=O` = -2.3%, -10.9

# Remaining list, next part.
# Below each compound: S3 lipid droplet, S3 lipid droplet cell count max
> CCCCc1ccc(NC(=O)CSc2nc(=O)n(CCN3CCOCC3)c3c2CCC3)cc1
  i, 7.1
> Cc1ccc(NS(=O)(=O)c2ccc3c(c2)oc(=O)n3C)cc1
  ?, /
> CCN(CC)Cc1c(C(=O)N/N=C/c2cccc(OCc3cccc(Cl)c3)c2)nnn1-c1nonc1N
  i, -12.5
> COc1cc(-c2nnc(COC(=O)C3c4ccccc4Oc4ccccc43)o2)cc(OC)c1OC
  ?, /
> CCN1C(=O)C(CC(=O)N2CCN(C(c3ccccc3)c3ccccc3)CC2)N(CC)C1=O (stereo not given)
  i, /
> CCN(Cc1ccccc1)C(c1cc2cc(C)cc(C)c2[nH]c1=O)c1nnnn1CCOC (stereo not given)
  ?, /
> Cc1ccccc1NC(=O)Cn1c(=O)n(CC2CCCO2)c(=O)c2ccccc21 (stereo not given)
  -0.8%, -1.2
> CC(C)c1nnc(NC(=O)CN2C(=O)c3ccccc3C2=O)s1
  i, 16.2
> COC(=O)C1=NNCC12CC(=O)N(c1ccc(Br)cc1)C2=O (stereo not given)
  -10.3%, 2.0
> CC(C)c1ccc(NC(=O)CSc2ncccc2C(=O)Oc2cccc([N+](=O)[O-])c2)cc1
  ?, /
> O=[N+]([O-])c1cc(CN2CCN(c3ccccc3)CC2)c(O)c2ncccc12
  ?, /
> CCOc1cc(N2CCOCC2)c(OCC)cc1NC(=O)COC(=O)CCOc1ccc(C)cc1
  ?, /
> CCCCCCc1nnc(NC(=O)c2ccco2)s1
  12.6%, -8.3
> O=C1CCC(=O)N1CCC(c1ccc(F)cc1)c1ccco1 (stereo not given)
  ?, /
> C/C(=N/OCO/N=C(\C)c1ccccc1)c1ccccc1
  ?, /
> N/C(=N\OC(=O)Cc1ccc([N+](=O)[O-])cc1)c1cccc(Br)c1
  -2.5%, -0.1
> O=C(CCN1C(=O)/C(=C/c2ccc(Cl)cc2)SC1=S)NC1C=CS(=O)(=O)C1 (stereo not given)
  i, -9.7
> COc1ccc(-n2c(=O)[nH]cc(C(=O)Nc3ccc4c(c3)OCCO4)c2=O)cc1
  11.8%, -16.5
> CCc1nc2ccccc2[nH]1
  ?, /
> Cc1ccc(OCC(=O)NNC(=O)CCc2ccccc2)cc1
  ?, /
> CCOC(=O)Nc1ccc2c(CN3CCN(S(=O)(=O)c4ccc(C(C)C)cc4)CC3)cc(=O)oc2c1
  ?, /
> Cc1cc(-c2nnc(-c3cc4ccccc4oc3=O)o2)c(C)n1-c1ccccc1
  ?, /
> CC(C)=N/N=C(\c1cccc([N+](=O)[O-])c1)C12CN3CN(CN(C3)C1)C2
  -13.6%, -5.9
> COC(=O)C1CCN(c2cc(=O)n(C3CCCCC3)c(=O)[nH]2)CC1
  -1.2%, 8.0
> COc1ccc(-c2csc(NC(=O)c3ccc(N4C(=O)CCC4=O)cc3)n2)cc1
  -17.9%[9.22 µM], -18.7
> COc1ccc(S(=O)(=O)Nc2ccc(S(=O)(=O)N3CCOCC3)cc2)cc1
  ?, /
> O=C(c1noc2c1CCc1ccccc1-2)N1CCc2ccccc2C1
  i, -21.9
> CCOc1ccc(NC(=O)c2cc(S(=O)(=O)N3CCOCC3)cn2C)cc1
  ?, /
> CC(NC(=O)c1ccc(Br)o1)c1ccccc1 (stereo not given)
  ?, /
> Cc1occc1C(=O)Nc1cccc(Cl)c1Cl
  i, 16.8
> COc1ccc(Cn2c(=O)[nH]c3cc(C(=O)NCCCOC(C)C)ccc3c2=O)cc1
  7.6%, 2.8
> O=C(c1cccc2ccccc12)C1CCCN(C(=O)C2CCOCC2)C1 (stereo not given)
  11.6%, 7.4
> CSc1nc2ccc(NC(=O)c3c(F)cccc3F)cc2s1
  ?, /
> c1ccc2c(c1)nc(N1CCOCC1)c1nncn12
  ?, /
> Cc1nnc2ccc(-c3cccc(NS(C)(=O)=O)c3)nn12
  ?, /
> C/C(=N\NC(=O)CCCC(=O)O)c1c(-c2ccccc2)c2cc(Cl)ccc2[nH]c1=O
  8.1%, -18.2
> O=C(CN1C(=O)NC2(CCCCC2)C1=O)Nc1ccc2c(c1)CCC2
  7.3%, 14.2
> Cc1ccc(S(=O)(=O)c2ccc(Cl)cc2)cc1S(=O)(=O)NC(C(=O)O)C(C)C (stereo not given)
  ?, /
> Cc1ccc(C)c(N2CC(C(=O)Nc3nccs3)CC2=O)c1 (stereo not given)
  ?, /
> CC(Oc1ccc2c3c(c(=O)oc2c1)CCC3)C(=O)NCCN1CCOCC1 (stereo not given)
  14.8%, 18.2
> Cc1ccn2c(Nc3ccccc3C)c(-c3ccncc3)nc2c1
  4.0%, 19.1
> COc1cc2c(cc1OC)C(c1ccccc1)NC(C)(C)C2 (stereo not given)
  ?, /
> O=C(c1sc2ccccc2c1Cl)N1CCN(c2ccccn2)CC1
  ?, /
> O=C(COC(=O)c1cccc(C(=O)OCC(=O)c2ccc(Br)cc2)n1)c1ccc(Br)cc1
  ?, /
> COC(=O)c1cnn(-c2ccccc2)c1N
  ?, /
> COc1ccc(COc2ccccc2C(=O)NCc2ccccc2)cc1F
  ?, /
> Cc1cc2c(cc1C)NC(c1ccccn1)C1=C(CC(C)(C)CC1=O)N2 (stereo not given)
  ?, /
> CCN(CC)S(=O)(=O)c1ccc(N2CCN(c3ccccc3OC)CC2)c(N)c1
  ?, /
> CCCCC(CC)CNC(=O)c1cc2ccccc2c(=O)o1 (stereo not given)
  -0.1%, -2.3
> CCC(CC)C(=O)Nc1cccc(C(=O)Nc2nccs2)c1
  ?, /
> O=C(N/N=C/c1ccc(OC2CSC2)cc1)c1ccc(CN2CCOCC2)cc1
  ?, /
> CCc1cccc(Nc2cc(C)nc3nc(C)nn23)c1
  12.1%, 4.8
> c1ccc(Cn2ncc3ccccc32)cc1
  -43.8%, -8.2
> O=C(Nc1ccccc1N1CCCCC1)c1ncoc1-c1cccc(F)c1
  ?, /
> CC(=O)N(Cc1ccc(F)cc1)c1cccc(C)c1C
  ?, /

# These rows are one share of the data; rates above refer to the full screens.
